High-throughput results deposited in PubChem BioAssay by National Center for Advancing Translational Sciences (NCATS).
aSyn yeast rescue – qHTS of alpha-syn Inhibitors: NCGC Sytravon Library Screen | 94,000 compounds, 0.02% hits | AID 1347070, 2019 | Potency, µM (series often up to 46.1 µM), inactives show at the top dose growth rescue (activation), hits mostly activators | S. cerevisiae alpha-synuclein toxicity rescue, BacTiter-Glo growth, 24 h; active = well fitted activation curve with a large enough effect; inconclusive = small, poorly fitted or top-dose-only effect; also: 0% is about no effect
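Growth restoration measured by BacTiter-Glo luminescence after 24 hr at 30 deg C; alpha-synuclein yeast, raffinose-pregrown to mid-log, were added at OD600=0.02 in galactose medium onto pinned compounds.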
Active calls of the source: *; ? = inconclusive; [ ] = dose if it differs, or a comment. Potency is read from the fitted curve at half-maximal effect.

SMILES	aSyn yeast rescue
CCC(C)(C)NC(=O)C(c1ccc(F)cc1)N(Cc1ccc(OC)cc1)C(=O)c1cnccn1 (stereo unspecified)	6%
N#CC1=C(N)N(c2ccc(F)cc2)C2=C(C1c1ccc(O)cc1)S(=O)(=O)CC2 (stereo unspecified)	13%
CCS(=O)(=O)N1CCc2cc(C(=O)N3CCN(c4ccc(OC)cc4)CC3)ccc21	4%
COc1ccc(C(=O)N/C(=C\c2cccs2)C(=O)N2CCN(C)CC2)cc1OC	-3%
Cc1cccc(N2CCN(C(=O)c3cccc(-n4c(C)nc5cccnc54)c3)CC2C)c1 (stereo unspecified)	17%
COc1cccc(OC)c1C(=O)NCc1ccco1	3%
CCC1Oc2ccccc2N(CC(=O)NCc2cc(OC)ccc2OC)C1=O (stereo unspecified)	?
Cn1c([N+](=O)[O-])cnc1N1CCN(c2nncs2)C1=O	2%
CC1=CCC(C(=O)O)C(C(=O)NC2CCCCC2)C1 (stereo unspecified)	5%
COc1ccc([C@H]2N[C@]3(CCCN(Cc4cccn4C)C3=O)[C@H]3C(=O)N(Cc4ccccc4)C(=O)[C@@H]23)cc1	-6%
COc1cc(OC)c(NC(=O)c2cc3c(s2)-c2ccc(Cl)cc2SC3)cc1Cl	-8%
COc1cccc(NC(=O)CSc2nc(-c3ccccc3Cl)nc3c2Cc2c(CO)cnc(C)c2O3)c1	-4%
Cn1c(/C(C#N)=C/c2ccccc2Br)nc2ccccc21	-20%
COCCn1c(C)cc(O)c(C(c2ccc(Cl)cc2)N2CCN(c3ccccc3)CC2)c1=O (stereo unspecified)	4%
Cc1ccc(S(=O)(=O)C=CS(=O)(=O)c2ccc(C)cc2)cc1	-77%[inhibitor]
COc1ccc(NC(=O)c2oc3ccc(S(=O)(=O)N(C)C4CCCCC4)cc3c2C)cc1	2%
O=[N+]([O-])c1cccnc1Oc1ccc(F)cc1	-9%
Cc1cccc(N2CCN(S(=O)(=O)c3ccc(-c4cc(C(F)(F)F)on4)s3)CC2)c1C	-2%
CCOC(=O)c1c(C)[nH]c(C)c1S(=O)(=O)N(C)CC(=O)N1CCN(c2ccc(Cl)cc2)CC1	1%
O=C(CCc1ccccc1)NCC(=O)N/N=C/c1ccc(O)cc1O	5%
O=C(CSc1nncc2ccccc12)Nc1cccc(O)c1	-8%
CCc1ccc(-c2nc(CN3CCCC(C(=O)NCc4ccccc4Cl)C3)c(C)o2)cc1 (stereo unspecified)	-14%
CCC(Oc1ccccc1F)C(=O)NCCCn1ccnc1 (stereo unspecified)	-9%
O=c1[nH]c(SCCOc2cccc3ccccc23)nc2ccccc12	-3%
CN1CCN(C(CNC(=O)c2cccc(F)c2)c2ccc3c(c2)OCO3)CC1 (stereo unspecified)	5%

A different layout for part of the listing above:
Molecule: CCc1ccc(-c2nc(CN3CCCC(C(=O)NCc4ccccc4Cl)C3)c(C)o2)cc1 (stereo unspecified)
  aSyn yeast rescue: -14%

Molecule: CN1CCN(C(CNC(=O)c2cccc(F)c2)c2ccc3c(c2)OCO3)CC1 (stereo unspecified)
  aSyn yeast rescue: 5%

Single entries from the entries so far.
aSyn yeast rescue result of CCc1ccc(-c2nc(CN3CCCC(C(=O)NCc4ccccc4Cl)C3)c(C)o2)cc1 (stereo unspecified) → -14%
aSyn yeast rescue result of O=C(CSc1nncc2ccccc12)Nc1cccc(O)c1 → -8%
aSyn yeast rescue result of Cn1c([N+](=O)[O-])cnc1N1CCN(c2nncs2)C1=O → 2%
aSyn yeast rescue result of Cn1c(/C(C#N)=C/c2ccccc2Br)nc2ccccc21 → -20%

Returning to the listing; the 2 compounds before the break are reprinted first.
SMILES	aSyn yeast rescue
O=c1[nH]c(SCCOc2cccc3ccccc23)nc2ccccc12	-3%
CN1CCN(C(CNC(=O)c2cccc(F)c2)c2ccc3c(c2)OCO3)CC1 (stereo unspecified)	5%
Cc1cccc(NC(=O)CN2C(=O)C(c3ccccc3)=NC23CCC(C)CC3)c1 (stereo unspecified)	?
O=C1c2oc3ccc(Cl)cc3c(=O)c2C(c2ccccn2)N1CCCN1CCOCC1 (stereo unspecified)	-3%
CCCn1c(N)c(C(=O)CN(C)CC(=O)Nc2ccc(C)cc2)c(=O)[nH]c1=O	-50%[inhibitor]
COc1ccc(CNC(=O)CN(c2cc(C(F)(F)F)ccc2Cl)S(C)(=O)=O)cc1	-12%
CSCCC(NC(=O)COc1ccccc1)C(=O)N1CCN(c2cccc(C(F)(F)F)c2)CC1 (stereo unspecified)	13%
COc1ccc(N2CC(NC(=O)Nc3ccccc3)CC2=O)cc1 (stereo unspecified)	-4%
COc1cc(C2NC(=O)NC(c3ccccc3)=C2C(C)=O)c(Cl)cc1OCC(=O)O (stereo unspecified)	2%
Fc1ccccc1/C=C1\CCCC2=C1NC(=S)NC2c1ccccc1F (stereo unspecified)	-2%
Cc1cccc(-c2noc(-c3ccccc3OCC(=O)Nc3ccccc3[N+](=O)[O-])n2)c1	29%
CCOc1cccc(C(=O)Nc2nnc(S(=O)(=O)N(C)c3ccc(C)cc3)s2)c1	-2%
Cc1cccc(OCCNC(=O)c2cc(C3CC3)nc3c2cnn3C(C)C)c1	-10%
CC1(C(=O)O)Oc2cccnc2NC1=O (stereo unspecified)	-2%
Cc1ccc(NC(=O)c2ccco2)nc1	-13%
Cc1ccccc1CCNC(=O)c1ccc2c(c1)nc1n2CCCCC1	0%
COc1ccc(S(=O)(=O)N(C)CC(=O)NCC2CCCO2)cc1OC (stereo unspecified)	-47%[inhibitor]
CC(=O)c1cccc(NC(=O)Nc2cc3c(cc2N2CCCC2)n(C)c(=O)n3C)c1	-7%
CCOc1ccc(C2NC(=O)Cc3cc(OC)c(OC)cc32)cc1 (stereo unspecified)	4%
O=C(Cn1nnc2ccccc21)c1ccc(Br)cc1	3%
CN1CCN(CCCNC(=O)c2ccc3nc(Cc4ccccc4)oc3c2)CC1	9%
O=C(CCCCn1c(=O)c2ccccc2n(Cc2ccccc2F)c1=O)NCc1ccc2c(c1)OCO2	5%
O=C(NCCc1ccccc1)c1ccc(Cn2c(SCc3ccccc3F)nc3cccnc32)cc1	-7%
CC(=O)OC1c2ccccc2C(=O)N1c1ccccc1C (stereo unspecified)	4%
CC(C)c1ccc(NC(=O)CN(C)C2=NS(=O)(=O)c3ccccc32)cc1	-3%
COc1cccc(CNC(=O)Cn2c(=O)cc(C)c3c(C)nn(C)c32)c1OC	-9%
Cc1cccc(CS(=O)(=O)Cc2ccc(C(=O)NCc3ccccc3)o2)c1	-7%
(further entries)
SMILES	aSyn yeast rescue
CCOc1ccccc1CNC(=O)Cn1nc(C)c2nn(-c3ccc(Cl)cc3)c(C)c2c1=O	?
Cc1ccc(-c2noc(-c3cc(-c4ccc(F)cc4)n[nH]3)n2)cc1	-4%
C#CCn1c(C)cc(C)c(S(=O)(=O)c2ccccc2)c1=O	0%
Cc1ccc2[nH]c3c(=O)n(CC(=O)N(C)c4cc(Cl)ccc4C)ncc3c2c1	3%
CS(=O)(=O)c1ccc(Cl)c(NC(=O)COC(=O)c2cccc(C#N)c2)c1	6%
Cc1ccccc1-c1nc(CNC(=O)Nc2ccccc2)c(C)o1	10%
CCc1ccc(Nc2ncnc3sc4c(c23)CCCC4)cc1	-3%
CCOc1ccccc1NC(=O)CN1c2ccccc2S(=O)(=O)c2ccccc21	-7%
CCCCn1cc(S(=O)(=O)c2ccc(OCC)cc2)c(=O)c2cc(OC)c(OC)cc21	6%
CCNC(=O)c1c(NC(=O)c2cc(=O)c3ccc(C)c(C)c3o2)sc2c1CCCC2	0%
CCOC(=O)c1ccccc1NC1c2ccccc2C(=O)N1c1ccc(C)cn1 (stereo unspecified)	11%
Cc1cccc(NC(=O)c2ccc3c(O)c(S(=O)(=O)c4ccccc4)c(=O)[nH]c3c2)c1C	2%
Cn1c(SCC(=O)NCCN2C(=O)CSC2=O)nnc1-c1ccccc1	-12%
COc1ccc(CNC(=O)CCCc2nnc3n(CCC(C)C)c(=O)c4sccc4n23)cc1	-8%
COc1ccc(Cl)cc1NC(=O)CN(C)CC(=O)Nc1ccc(C)cc1Br	1%
Cc1ccsc1C(=O)NCC(c1cccs1)N1CCOCC1 (stereo unspecified)	-6%
O=C(NCc1ccc2c(c1)OCO2)c1ccc(S(=O)(=O)N2CCOCC2)cc1	2%
CCCCCCn1c(=O)n2n(c1=O)C[C@]1(OC(=O)NCc3ccccc3)CN(S(=O)(=O)c3ccc(C)cc3)C[C@]1(O)C2	0%
Cc1c(Cl)c([N+](=O)[O-])nn1CCCC(=O)Nc1c(C)n(C)n(-c2ccccc2)c1=O	-12%
O=C(O)Cc1ccc(NC(=O)CCN2C(=O)c3ccc([N+](=O)[O-])cc3C2=O)cc1	12%
CCc1ccc(C2=C(C)C(N3CCC(C(=O)NCCc4ccco4)CC3)=NS2(=O)=O)cc1	-4%
COc1ccccc1NC(=O)C1=C(C)Nc2nc3ccccc3n2C1c1cccc(OC)c1OC (stereo unspecified)	-1%
Cc1nc[nH]c(=O)c1Br	2%
CCOC(=O)c1ccc2c(c1)N(Cc1cccc(C(F)(F)F)c1)C(=O)c1ccccc1S2(=O)=O	10%
COc1cc(/C=C(\NC(C)=O)C(=O)Nc2cccc(O)c2)ccc1OC(C)=O	-13%
More records.
SMILES	aSyn yeast rescue
Cc1nn(CC(=O)NCC(C)c2ccccc2)c(=O)c2cc3ccccc3n12 (stereo unspecified)	0%
COc1ccc(NC(=O)c2c(C)oc3ccc(O)c(CN4CCN(Cc5ccccc5)CC4)c23)cc1	5%
O=C(Nc1ccc(C2SCCS2)cc1)c1ccccc1	6%
Cc1ccc(O)c(Nc2nc3ccccc3c3nncn23)c1	-7%
O=C(COC(=O)C1CC2C=CC1C2)Nc1cccc(S(=O)(=O)N2CCOCC2)c1 (stereo unspecified)	-18%
CCOc1ccc(Nc2nc3cc(Cl)c(Cl)cc3nc2-n2nc(C)cc2C)cc1	2%
Cc1ccc(-n2nc(C)c(C(=O)NCCCN3CCN(c4cccc(Cl)c4)CC3)c2-n2cccc2)cc1	-9%
CN1CCN(/N=C/c2ccc(C#N)cc2)CC1	-1%
Oc1ccc(Cc2ccc(Cl)cc2)c(O)c1	-30%[inhibitor]
Cc1nc2ccccn2c(=O)c1NC(=O)c1ccc(F)c(F)c1	0%
Cc1ccc(NC(=O)/C(C#N)=C/c2ccc(C(C)C)cc2)cc1C	5%
O=C(CSc1nc(C2CC2)nc2ccccc12)Nc1ccccc1Cl	-5%
COc1ccccc1C(=O)COC(=O)C1CCN(S(=O)(=O)c2ccccc2)CC1	6%
Cc1ccc(NC(=O)Nc2nnc(N3CCCC3)s2)c(C)c1	-1%
COC(=O)c1scc(-c2ccc(C)cc2)c1S(=O)(=O)Nc1ccc(OC(F)(F)F)cc1	7%
Cc1ccc2c(CC(=O)Nc3ccc(S(=O)(=O)N4CCCCC4C)cc3)coc2c1C (stereo unspecified)	6%
N#CCSc1nc2sccc2c(=O)n1-c1ccccc1	3%
CC(C)CC(=O)n1nc(-c2cccnc2)nc1NCc1ccc(F)cc1	-21%
Cc1cccc(C)c1OCC(=O)N(Cc1ccco1)Cc1ccco1	7%
CCC(Cc1ccccc1)NC(=O)c1csc2c1CCCCC2 (stereo unspecified)	-8%
CCn1cc(C(=O)NCc2ccc(C)cc2)c(=O)c2cc(S(=O)(=O)N3CCC(C)CC3)ccc21	-4%
Cc1cn2c(=O)c(C(=O)N3CCN(c4ccccc4F)CC3)cnc2s1	-2%
COc1ccccc1NC(=O)c1sc2nc3n(c(=O)c2c1C)N=C(c1cccc(Br)c1)CS3	-4%
COc1ccc(S(=O)(=O)N2CCCCCC2)cc1C(=O)N(C)CCOc1ccc(Cl)cc1	-17%
COc1ccc(CCNC(=O)c2cn(C)c3ccc(S(=O)(=O)N(C)C)cc3c2=O)cc1OC	-2%

Pulled one by one from the list above:
SMILES	aSyn yeast rescue
Cc1ccc(-n2nc(C)c(C(=O)NCCCN3CCN(c4cccc(Cl)c4)CC3)c2-n2cccc2)cc1	-9%
Cc1ccc2c(CC(=O)Nc3ccc(S(=O)(=O)N4CCCCC4C)cc3)coc2c1C (stereo unspecified)	6%

Additional compounds:
SMILES	aSyn yeast rescue
COc1cc(C=C(C#N)c2ccc([N+](=O)[O-])cc2)ccc1O	-22%
COc1ccc(-c2cnnn2-c2ccc(NC(=O)c3c(F)cccc3F)cc2)cc1	-6%
CCN(C(=O)COC(=O)c1cc(=O)c2ccccc2o1)c1c(N)n(Cc2ccccc2)c(=O)[nH]c1=O	5%
O=C(CCCN1C(=O)c2ccccc2C1=O)Nc1c(C(=O)C2CC2)oc2ccccc12	-4%
C/C(=N\NC(=O)CSc1ncccn1)c1ccc2c(c1)OCCO2	-12%
CCOC(=O)c1c(S(=O)(=O)N2CCC(C(=O)Nc3ccc(F)cc3F)CC2)c(C)n(C)c1C	-3%
Clc1ccc2nc(-c3ccc(N4CCOCC4)cc3)c(Nc3ccccc3)n2c1	1%
COc1cc(-c2nc(-c3cccc(Cl)c3)c(-c3ccccc3)[nH]2)cc(OC)c1OC	-26%
O=C1CSC2(C(=O)N(Cc3ccccc3F)c3ccccc32)N1c1ccc(F)cc1 (stereo unspecified)	-5%
O=S(=O)(Nc1ccc(-c2ccc(N3CCCC3)nn2)cc1)c1ccc(Cl)cc1	-4%
COc1cccc(NC(=O)CCNC(=O)Cn2ccc3ccccc3c2=O)c1	8%
COc1ccc2c(CNC3CCCCCC3)c(C(=O)O)n(Cc3ccccc3F)c2c1	-5%
CCC(C(=O)NC1CCCCC1)n1nc(C)c2sc3ccccc3c2c1=O (stereo unspecified)	1%
CCOC(=O)c1c(C)[nH]c(CCC(=O)NCc2ccc(OC)c(OC)c2)c1C	-2%
Cc1cccc(N(C(=O)Cn2nnc(-c3ccc(C)o3)n2)C(C(=O)NC2CCCC2)c2ccncc2)c1 (stereo unspecified)	-7%

The list is partial (hit frequency here may not be typical).
